# Source: PubChem BioAssay
# G6PDH CS – inhibits Leuconostoc G6PDH, flagging false hits in G6PDH-based assays; Purified L. mesenteroides G6PDH, diaphorase/resazurin coupled fluorescence, 45 min; inhibition, % at 5 µM; hit rate 0.12% among 200,000; AID 1020; in the data active means inhibition above about 50%
# Redox H2O2 prof – compounds producing H2O2 with reducing agent – biochemical, NIH compound library profiling, artefact control for MLSCN library redox annotation, primary screen. DTT-dependent redox cycling H2O2, phenol red/HRP absorbance; 100% = 100 µM peroxide control, 0% = buffer. activation, % at 10 µM. hit rate 0.03% among 200,000. AID 878;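 active means activation of at least 50% relative to the plate's high and low controls in the primary single-dose screen; inactive means activation below 50%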;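 further: compound incubated with DTT at 0.8 mM final as the reducing agent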
# Hsp70 activator – switches on Hsp70 transcription | activation, % at 10 µM | HeLa Hsp70 promoter luciferase reporter, luminescence; scaled: vehicle 0, proteasome-inhibitor control 100% | hit rate 0.04% among 200,000;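 active means activation above the mean across all tested compounds plus 3 SD, cutoff set per campaign, cut at about 5.5% in these data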;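 further: 100% = MG132 at 30 µM as the positive control and 0% = DMSO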
# APP 5'UTR act – activates APP 5'UTR luciferase reporter; SH-SY5Y APP 5'UTR luciferase reporter, luminescence; zero percent = DMSO vehicle wells; activation, % at 2 µM; hit rate 1% among 190,000;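 active means activation above a set limit, based on mean plus 3 SD of controls, cut at about 140% in these data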; further: values of inactives mirror those of a sister screen read the other way
# HMGR II inh – E. faecalis class II HMG-CoA reductase inhibition; AID 1066; inhibition, % at 10 µM; purified E. faecalis HMGR, NADPH absorbance 340 nm kinetic; hit rate 0.41% among 190,000;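 active means inhibition above a set limit, the median over all tested compounds plus 3 SD, cut at about 9.5% in these data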;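 further: enzyme runs in reverse so mevalonate oxidation gives rising NADPH absorbance; 0% = complete reaction with DMSO and 100% = background rate lacking mevalonate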
# FLuc inhib CS – counter-screen for luciferase assay inhibitors: firefly luciferase inhibition; ATPLite firefly luciferase biochemical luminescence, 10 min; inhibition, % at 10 µM; hit rate 1.5% among 200,000;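 active means inhibition above about 50% when tested at 10 µM, limit read from the data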
# Target sequence (P08659 whole entry, looked up): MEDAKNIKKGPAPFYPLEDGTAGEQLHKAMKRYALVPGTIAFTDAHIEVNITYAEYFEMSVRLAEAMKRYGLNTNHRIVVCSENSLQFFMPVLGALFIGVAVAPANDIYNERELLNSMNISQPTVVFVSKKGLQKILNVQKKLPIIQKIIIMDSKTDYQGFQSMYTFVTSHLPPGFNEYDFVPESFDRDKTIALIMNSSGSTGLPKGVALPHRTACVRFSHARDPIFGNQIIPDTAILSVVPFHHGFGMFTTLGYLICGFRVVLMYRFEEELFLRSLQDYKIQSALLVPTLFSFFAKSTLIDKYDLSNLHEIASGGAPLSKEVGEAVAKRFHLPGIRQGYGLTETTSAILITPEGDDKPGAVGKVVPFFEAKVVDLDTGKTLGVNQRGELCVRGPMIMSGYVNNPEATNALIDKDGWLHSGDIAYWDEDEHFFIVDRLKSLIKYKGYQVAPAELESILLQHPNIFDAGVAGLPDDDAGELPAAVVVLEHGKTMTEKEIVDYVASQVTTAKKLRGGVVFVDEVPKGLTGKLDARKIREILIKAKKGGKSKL
# NF-kB neuron act – compounds increasing NF-kB expression in human neuronal cells; hit rate 1.6% among 190,000; NF-kB reporter expression; active compounds read high; fold change at 12.5 µM; in the data active means fold change above about 3.3
# FLuc stim CS – firefly luciferase counter-screen for stimulation assays. ATPlite luciferase biochemical, luminescence, 10 min; 0 = ATP-free wells, 1 = DMSO control. activation factor at 10 µM. 200,000 tested, under 10 active. AID 1027;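 active means luciferase activation factor, scaled between plate controls, of at least 2 with compound at 10 µM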
#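 Assay system: Luciferase/luciferin detection reagent, cell-free biochemical luciferase assay / Read-out: luciferase activation / Benchmarks: No-ATP low control, compound-free enzyme-plus-ATP high control / Medium: PBS buffer for ATP / Detection: luminescence measurement of luciferase light output / Schedule: 10 min at ambient temperature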
# APP transl inh – APP translation inhibition; SH-SY5Y APP 5'UTR-luciferase reporter, luminescence; inhibition, % at 2 µM; hit rate 0.82% among 190,000; AID 1285;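 active means inhibition above a set limit, derived from the sample mean plus 3 SD, cut at about 45% in these data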; further: values of inactives mirror those of a sister screen read the other way
# STAT1 act – increases IFN-gamma driven STAT1 reporter signal. NIH 3T3 STAT1-luciferase reporter, luminescence; 100% = IFN-gamma alone, no compound. activation (% of control), % at 5.5 µM. hit rate 2.6% among 200,000. AID 932;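 active means activation above the screen-wide mean activation plus 3 SD, cut at about 130% in these data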;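 further: raw ratio to IFN-gamma control signal so 100% means no change and 0% no light; values of inactives mirror those of a sister screen read the other way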
# * hit, by the source's call; · = no result given; & = joins results of further samples. Random draw from the library. Share with any hit: about 5.3%.
SMILES,G6PDH CS,Redox H2O2 prof,Hsp70 activator,APP 5'UTR act,HMGR II inh,FLuc inhib CS,NF-kB neuron act,FLuc stim CS,APP transl inh,STAT1 act
CC(NC(=O)c1ccccc1)C(=O)N/N=C/c1cccc([N+](=O)[O-])c1 (configuration not stated),0,-0.3,-0.1,-25,-2,8,1.4,0.9,25,90
CCCCc1ccc(/C=C2/C(=O)ON=C2c2ccccc2)s1,-5,-0.3,-0.1,3,-2,1,0.89,1,-3,98
C=C(C)COc1ccc(-c2n[nH]c(C)c2Oc2ccccc2OC)c(O)c1,14,-0.5,-0.3,-10,-2,3,1,1,10,97
COc1ccccc1NC(=O)COc1cc(C)nc(C(C)C)n1,-2,0.1,-0.2,11,-2,-4,0.91,1,-12,108
CC(C)(C)NC(=O)NC(=O)COC(=O)C1=COCCO1,1,-0.1,-0.5,12,2,-5,1.2,1.1,-12,92
O=C(Nc1ccccc1Cl)c1cc[n+](Cc2ccc([N+](=O)[O-])cc2)cc1,4,-0.5,0.0,10,-11,-2,0.99,1,-10,106
COc1ccc2[nH]cc(CCNC(=O)C3CCCO3)c2c1 (configuration not stated),9,-2.2,0.1,2,-5,-8,1.1,1.1,-2,94
COc1cccc2c(=O)cc(C)n(CC(=O)Nc3ccc(C)c(C)c3)c12,-35,-0.4,-0.1,-6,-3,-5,0.87,1.1,6,87
OC(COC(c1ccccc1)c1ccccc1)CN1CCN(c2ccccn2)CC1 (configuration not stated),10,-0.2,-0.2,-6,3,-6,0.59,1.1,6,95
COC(=O)n1c(=O)oc2cc(S(=O)(=O)N3CCCCC3)ccc21,15,1.9,0.3,4,-2,-6,0.91,1.1,-4,94
COc1ccc(-n2c(C)c(C(C)=O)c3cc(O)ccc32)cc1,23,-0.4,-0.4,-24,2,-5,0.96,1,24,81
CCOC(=O)N1CCC(N(CCN(C)C)C(=S)Nc2cccc(Cl)c2)CC1,3,-0.2,-0.2,10,-4,-6,0.9,1.1,-10,97
COC(=O)c1sc2nc(SCc3cccc(Cl)c3)n(N)c(=O)c2c1C,3,0.2,-0.2,-11,-1,0,1.4,1,11,105
COc1ccc(N2C(=O)CSC23C(=O)Nc2ccccc23)cc1OC (configuration not stated),2,1.8,-0.1,0,-1,-2,1.1,1,0,97
O=C(c1cc(F)c(F)cc1Cl)N1CCN(c2ccc([N+](=O)[O-])c3ncccc23)CC1,-9,0.4,-0.2,-8,-1,-6,0.81,1.1,8,103

# Some of these compounds in order of the NF-kB neuron act value, high to low.
molecule,NF-kB neuron act
CC(NC(=O)c1ccccc1)C(=O)N/N=C/c1cccc([N+](=O)[O-])c1 (configuration not stated),1.4
C=C(C)COc1ccc(-c2n[nH]c(C)c2Oc2ccccc2OC)c(O)c1,1
CCCCc1ccc(/C=C2/C(=O)ON=C2c2ccccc2)s1,0.89

# The main list resumes, starting two compounds before the break.
SMILES,G6PDH CS,Redox H2O2 prof,Hsp70 activator,APP 5'UTR act,HMGR II inh,FLuc inhib CS,NF-kB neuron act,FLuc stim CS,APP transl inh,STAT1 act
COc1ccc(N2C(=O)CSC23C(=O)Nc2ccccc23)cc1OC (configuration not stated),2,1.8,-0.1,0,-1,-2,1.1,1,0,97
O=C(c1cc(F)c(F)cc1Cl)N1CCN(c2ccc([N+](=O)[O-])c3ncccc23)CC1,-9,0.4,-0.2,-8,-1,-6,0.81,1.1,8,103
O=C(COc1cccnc1[N+](=O)[O-])Nc1ccc(S(=O)(=O)N2CCOCC2)cc1,3,-0.6,-0.3,9,-4,-8,0.9,1.1,-9,92
NC12CCc3c(no[n+]3[O-])C1(O)CC(c1ccccc1)=[N+]2[O-] (configuration not stated),4,0.9,-0.3,·,-6,-1,1.1,1,·,114
CCCCN1Cc2cc(C(=O)c3cc(OC)ccc3O)cnc2NC1=O,7,1.9,-0.2,-11,0,-1,0.83,1,11,106
COc1ccccc1-n1cnnc1SCC(=O)c1cc(C)n(Cc2cccs2)c1C,4,-0.2,-0.3,-4,-7,18,0.94,0.8,4,100
CNC(=O)NC(=O)COC(=O)c1ccc(-n2c(C)ccc2C)cc1,-18,0.3,-0.2,11,0,-4,1.1,1,-11,96
O=C(Cn1cc2c(n1)CCCCC2)N1CCCCC1,3,-2.1,0.0,17,1,-5,1.3,1,-17,108
COCCNC(=O)c1c[nH]c2ccc(OC)cc2c1=O,11,0.5,0.1,8,-1,-6,0.96,1.1,-8,114
COC1=C/C(=C/c2c(N)n3nc(-c4ccc(C)cc4)sc3nc2=O)C=CC1=O,15,-0.3,0.3,31,0,11,2.2,0.9,-31,115
CCOC(=O)N1CCN(C(=O)COc2ccc(Cl)cc2C)CC1,-3,-1.3,-0.1,-49,-7,-4,1.1,1,49*,100
COc1ccccc1S(=O)(=O)Cc1ccc(C(=O)NCCN(C)C)o1,·,-2.6,-0.2,-1,·,·,·,·,1,92
Cc1ccsc1CN1CC(=O)N(c2c(C)cccc2C)C1=S,3,-0.1,-0.1,-6,-2,-6,0.99,1.1,6,96
CCCCNC(=O)c1ccc(NS(=O)(=O)c2ccccc2)cc1,2,2.3,-0.1,10,-5,-1,0.96,1,-10,95
O=[N+]([O-])c1cccc(/C=N/Nc2nc(C(Cl)(Cl)Cl)nc3ccccc23)c1,11,-0.1,-0.5,0,4,-10,0.71,1.1,0,102
COc1ccc(CCNc2nc(=S)[nH]c3cc(OC)c(OC)cc23)cc1OC,-7,-0.4,0.2,12,-3,-8,0.99,1.1,-12,83
O=C(N/N=C\c1ccc(-c2ccc([N+](=O)[O-])cc2)o1)c1ccc2c(c1)OCO2,-56,1.4,-0.2,-6,-3,4,0.87,1,6,112
O=C(NC1CCCCC1)C(=O)N(Cc1cccnc1)C(C(=O)NCc1ccco1)c1ccccc1 (configuration not stated),7,-0.5,-0.1,12,2,0,1.1,1,-12,97
CCOC(=O)c1ccc(NS(=O)C23CC4CC(CC(C4)C2)C3)cc1 (configuration not stated),-16,2.1,-0.3,9,-4,-7,1,1.1,-9,106
CC(c1cccs1)N(Cc1ccco1)C(=S)Nc1ccccc1Cl (configuration not stated),7,-0.4,-0.3,4,-1,-5,1.3,1.1,-4,92
O=C(NCc1ccco1)NC1CCCCC1,2,-0.2,-0.3,12,2,-4,1.1,1,-12,95
N#CCn1c(CCl)nc2ccccc2c1=O,0,0.7,0.0,-7,2,-7,1.6,1.1,7,100
Cc1ccccc1NC(=O)COC(=O)c1ccc(CSc2ccc(Cl)cc2)cc1,8,1.3,-0.3,18,-1,-3,1.5,1,-18,91
CC(NC(=O)COC(=O)Cn1cnc2ccccc2c1=O)C1CC2CCC1C2 (configuration not stated),-18,-0.2,-0.2,6,-4,-5,1.1,1.1,-6,97
Cc1cc(C(=O)CSc2nc3ccc(Cl)cc3[nH]2)c(C)n1CC1CCCO1 (configuration not stated),-4,0.4,-0.3,3,-5,-3,0.68,1,-3,91
O=S(=O)(c1ccc(Cl)c(NC(=S)N/N=C/c2c(F)cccc2F)c1)N1CCOCC1,-32,0.2,-0.3,2,-9,-5,1,1.1,-2,93
Cc1ccc(NC(=O)CCC(=O)OCC(F)(F)C(F)F)cc1,2,0.2,-0.3,-3,-2,-6,0.92,1.1,3,100
Cc1cc(Cl)ccc1NC(=S)NCc1ccc(S(N)(=O)=O)cc1,-2,-0.7,-0.3,5,6,-4,1.1,1,-5,97
CC(C)C(C(=O)NCc1ccco1)N(C(=O)CNS(=O)(=O)c1ccccc1)C1CCCC1 (configuration not stated),3,1.0,0.1,13,-3,-5,1.1,1.1,-14,98
CCOc1cc(NC(=S)NC)c(OCC)cc1NC(=O)c1ccc(OC)cc1,4,-0.3,-0.3,1,-6,-3,1.1,1,-1,100
COc1cc(/C=C/C(=O)Oc2coc(CSc3ncccn3)cc2=O)cc(OC)c1OC,9,0.3,0.1,3,-1,-8,1.1,1.1,-3,102
COc1ccc2c(C=Nc3c(C)n(C)n(-c4ccccc4)c3=O)c(O)n(Cc3ccco3)c(=O)c2c1,2&2,0.1&0.0,-0.4&-0.4,4&-11,-6&-3,-4&-9,1.1&1.1,1&1.1,-4&11,93&96
CS(=O)(=O)N(CC(=O)NC1CCCCC1)Cc1ccc(F)cc1,4,0.4,0.2,1,6,-4,0.87,1,-1,99
O=C(N/N=C/c1coc2ccccc2c1=O)c1cccc([N+](=O)[O-])c1,0,0.4,-0.3,36,-5,-1,1.1,1,-36,96
Cc1cccc2nc(-c3ccco3)c(Nc3ccc4c(c3)OCCO4)n12,13,-0.3,-0.1,1,-4,-3,0.91,1,-1,92
Nc1cc(=O)[nH]c(SCC(=O)Nc2cccc(Cl)c2)n1,2,0.2,-0.2,-13,-1,-10,1.2,1.1,13,100
CCc1cccc2c(C(=O)CSc3nnc(-c4ccoc4C)n3C)c[nH]c12,-5,2.5,0.2,-12,-3,-5,0.71,1,12,104
Cc1ccc(C)c(N2CCN(C(=O)CSc3ccsc3[N+](=O)[O-])CC2)c1,-9,0.6,-0.4,-2,4,-7,0.86,1.1,2,93
C=CCOc1ccc(Cl)cc1C(=O)O,-10,-0.5,-0.1,14,-8,-5,0.89,1.1,-14,97
Cc1occc1-c1nnc(SCC(=O)Nc2nc(-c3ccccc3)cs2)o1,7,0.1,-0.3,3,0,-10,1.3,1.1,-3,100
CCCCCCn1cnc2c(c1=O)c1nc3ccccc3nc1n2/N=C/c1ccco1,2,-0.1,-0.5,-1,-3,0,0.68,1,1,95
CCC(Sc1nc2c(c(=O)[nH]1)CCC2)C(=O)Nc1cccc(OC)c1 (configuration not stated),-7,0.7,-0.2,26,2,-6,0.99,1.1,-26,96
Cc1ccc(S(=O)(=O)c2c(C)nn(C(C)(C)C)c2OC(=O)C(C)C)cc1,9,-1.4,-0.1,-10,-2,-6,1.1,1.1,10,107
CCCCn1c(SCC(=O)NCc2ccco2)nc2c(sc3ccccc32)c1=O,0,4.8,-0.3,24,-2,-6,1,1.1,-24,100
CCNC(=O)COc1ccc(C=O)cc1OC,19,0.3,-0.3,-12,-2,3,1,1,12,99
Fc1ccccc1NC(=S)NCc1ccc2c(c1)OCO2,8,-0.1,0.7,0,-2,-2,0.98,1,0,99
COc1ccccc1NC(=O)C1=C(C)NC2=C(C(=O)CCC2)C1c1ccc(C)o1 (configuration not stated),-14,0.1,0.1,-2,-5,-3,0.88,1,2,86
CC(C)c1ccc(NC(=O)c2ccc(NS(C)(=O)=O)cc2)cc1,5,-0.6,-0.4,21,-5,7,1.1,0.9,-21,113
Cc1cc(CNC(=O)COc2ccccc2F)c2ccccc2n1,9,-0.3,-0.1,36,0,-1,1.4,1,-36,104
O=C(N/N=C/c1ccncc1)c1ccc(NC(=O)c2ccc(Cl)cc2)cc1,-2,-0.8,-0.2,10,4,-4,0.86,1,-10,94
NC(=O)C1CCN(C(=O)CCc2nc3ccccc3c(=O)[nH]2)CC1,4,-3.7,-0.7,9,-6,-7,1,1.1,-9,105
COC(=O)c1ccccc1NC(=S)NC(=O)c1ccccc1C,1,-7.9,-0.2,6,0,-5,0.66,1.1,-6,93
COc1ccc(-c2nc(CCNC(=O)c3ccc(Br)o3)cs2)cc1,-7,-1.1,-0.2,0,-4,0,0.81,1,0,89
COC(=O)c1ccc(CSc2nnc(Nc3ccc(C)cc3)s2)o1,8,-0.1,-0.2,-16,-2,0,1,1,16,104
